Bioassay records: PubChem, National Center for Advancing Translational Sciences (NCATS)
GAA glycogen: qHTS Assay for Inhibitors and Activators of Human alpha-Glucosidase Cleavage of Glycogen; AID 2100, 2009; Lysosomal alpha-glucosidase (Homo sapiens), P10253; Potency, µM (top dose mostly 76.4 µM), for the others: at the highest dose activity change, negative = inhibition, actives largely listed as inhibitors; recombinant GAA, glycogen substrate, Amplex Red glucose oxidase fluorescence; 300,000 tested, 0.38% active; active means well fitted inhibition curve with a large enough effect; inconclusive means small, poorly fitted or top-dose-only effect, or another doubt; inactive means no such curve, though single readings can be large or run the other way;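 further: 0% = full enzyme reaction and -100% = no-enzyme basal signal; the screen sought inhibitors and activators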
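Recombinant human alpha-glucosidase (4 nM final) hydrolysed bovine liver glycogen (30 ug) for 40 min at 37 C in pH 5.0 citrate/phosphate with 0.01% Tween-20. Released glucose detected by glucose oxidase/Amplex Red, Ex 573/Em 610 nm. Compounds up to 77 uM; AC50 from Hill fits.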
The depositor's hits bear a star; u = inconclusive; [ ] = remark or other dose. Potency means the concentration at half of the fitted maximal effect. These rows are one share of the data; rates above refer to the full screens.

SMILES	GAA glycogen
CC(=O)Nc1ccc(S(=O)(=O)N(Cc2cc3ccc(C)cc3[nH]c2=O)CC2CCCO2)cc1 (centres undefined)	4%[76.3 µM]
CCOc1ccccc1N1CCN(CC(=O)NC(C)c2ccccc2)CC1 (centres undefined)	1%[76.3 µM]
Brc1ccc(CN2CCN(c3ccccc3)CC2)o1	2%[76.3 µM]
O=C(NC1CCCCC1)C1(S(=O)(=O)c2ccc(Cl)cc2)CC1	-5%
O=C(O)c1ccc2c(=O)n3c(nc2c1)/C(=C/c1ccc(Cl)c(Cl)c1)CC3	0%
O=C(OCCN1CCOCC1)c1cccc(F)c1	-3%[76.3 µM]
CCN(CC(=O)N1CCCC1)S(=O)(=O)c1ccc(F)cc1	13%[76.3 µM]
CCn1c(CC(=O)Nc2ccccc2F)nnc1SCC(=O)NC1CCCC1	1%
O=C(c1cc2ccccc2o1)N1CCN(c2cccc(C(F)(F)F)c2)CC1	-3%[76.3 µM]
COc1ccc(NC(=S)N2CCN(S(=O)(=O)c3ccc(C)cc3)CC2)cc1	-3%[76.3 µM]
CN1CCN(Cc2cccc3ncccc23)CC1CCO (centres undefined)	-12%[76.3 µM]
CCc1nc2ccccc2c(C(=O)Nc2cc(C)ccc2C)c1C	-1%[76.3 µM]
COc1ccc(NC(=O)CN2CCN(S(=O)(=O)N(C)C)CC2)cc1	-1%[76.3 µM]
COc1ccc(CN2C(=O)C(C)N(C(=O)c3c(F)cccc3F)c3ccccc32)cc1 (centres undefined)	-10%
CC1CCCC(N2CCN(C(=O)c3ccccc3F)CC2)C1 (centres undefined)	-3%[76.3 µM]

Reformatted as labelled records: entries from further up.
mol: COc1ccc(NC(=S)N2CCN(S(=O)(=O)c3ccc(C)cc3)CC2)cc1
  GAA glycogen: -3%[76.3 µM]
mol: CN1CCN(Cc2cccc3ncccc23)CC1CCO (centres undefined)
  GAA glycogen: -12%[76.3 µM]
mol: CCc1nc2ccccc2c(C(=O)Nc2cc(C)ccc2C)c1C
  GAA glycogen: -1%[76.3 µM]
mol: COc1ccc(NC(=O)CN2CCN(S(=O)(=O)N(C)C)CC2)cc1
  GAA glycogen: -1%[76.3 µM]

(further entries)
SMILES	GAA glycogen
CCOC(=O)C1(Cc2cccc(OC)c2)CCCN(S(=O)(=O)N(C)C)C1 (centres undefined)	0%[76.3 µM]
COc1ccc(N2CCN(C(=O)c3cc(=O)c4cc(Cl)ccc4o3)CC2)cc1	-10%
CC(C)n1cc(CN2CCC(Oc3ccc(C(=O)N4CCCC4)cc3)CC2)cn1	-9%[76.3 µM]
O=C(O)c1cc2c(cc1NC(=O)c1ccccc1OC(F)F)OCCCO2	6%
O=C(c1ccc(Cl)cc1)N1CCN(CCc2ccccn2)CC1	0%
Cc1ccc(CSc2nc3ccccc3c(=O)n2C)cc1	-10%
COC(=O)c1ccc(OC(=O)c2cnccn2)cc1	9%[76.3 µM]
COc1ccccc1N1CCN(C(=O)c2onc(C)c2Cl)CC1	10%[76.3 µM]
CCOc1ccc(N=C2SCCCN2C(=O)c2c(CC)noc2C)cc1	-9%[76.3 µM]
CCc1ccc(CN2CCCC(C(=O)Nc3ccccc3-c3ccc(OC)cc3)C2)o1 (centres undefined)	-17%[76.3 µM]
CCOC(=O)N1CCN(C(=O)CSc2nc3c([nH]c4ccccc43)c(=O)n2CC)CC1	2%[76.3 µM]
COc1cccc(CN2CCCC(N3CCc4ccccc4C3)C2)c1O (centres undefined)	0%[76.3 µM]
C[C@H](NC(=O)[C@@H]1Cc2ccccc2CN1)C(=O)NC[C@H]1CC[C@H](C(=O)O)CC1	-1%
COCCCNC(=O)CNC(=O)c1nn(-c2ccc(OC)cc2)c(=O)c2ccccc12	-2%
CCCCN1CC(=O)N2[C@H](c3ccc(Cl)cc3)[C@@H]3C(=O)N(CC)C(=O)[C@@H]3[C@]2(C)C1=O	1%[76.3 µM]
O=C(CN1CCN(C(=O)c2c(F)cccc2F)CC1)Nc1ccccc1C(F)(F)F	-1%
CC(=O)c1cccc(NC(=O)c2cccc(S(=O)(=O)N3CCOCC3)c2)c1	0%
CC(C)c1cc(=O)n2[nH]c(SCc3ccccc3)nc2n1	-1%
CC1CCCN(S(=O)(=O)c2ccc(S(=O)(=O)N3CCCC3)cc2)C1 (centres undefined)	-5%
Cc1nc(N/N=C\c2ccc3c(c2)OCO3)sc1C	-18%[76.3 µM]
CC1(C)C2CCC(C2)C1(C)NC(=O)CN1CCCC1 (centres undefined)	-9%[15.3 µM]
COc1cc(C(=O)Nc2sc3c(c2C(=O)O)CCC(C)C3)cc(OC)c1OC (centres undefined)	1%
Cc1cc(C(=O)CS(=O)(=O)c2ccc(Cl)cc2)cc(C)c1O	-13%
COc1ccccc1/C=C1\SC(=S)N(CCC(=O)Nc2ccc(C(=O)O)c(O)c2)C1=O	-19%
CC1=CN2C(=NC(=O)CC2(C)C(=O)N(CC(=O)NC2CCCC2)Cc2ccc(Cl)cc2)C=C1 (centres undefined)	4%
CCn1cnc2c1c(=O)n(CC(=O)OC(C)C(N)=O)c(=O)n2Cc1ccccc1 (centres undefined)	4%[76.3 µM]
O=C(O)c1ccc(/C=N/Nc2ncc(Cl)cc2Cl)cc1	-13%
CCC(=O)Nc1nnc(SCC(=O)Nc2cccc(Cl)c2)s1	-11%[76.3 µM]
O=C(CSc1ccccc1)N1CCN(S(=O)(=O)c2ccccc2F)CC1	2%
CCn1cc(C(=O)O)c(=O)c2cc(F)c(N3CCN(C(=S)NC(=O)c4ccc(OC)cc4)CC3)cc21	0%[76.3 µM]
Cc1ccccc1CC(=O)N1CCOCC1	16%[76.3 µM]
O=C(NC1CCN(Cc2ccccc2)CC1)C1CCN(S(=O)(=O)c2cccc([N+](=O)[O-])c2)CC1	2%[76.3 µM]
CCCCCN(C(=O)CCC(=O)OCC(=O)NCc1ccc(OC)cc1)c1c(N)n(CCCC)c(=O)[nH]c1=O	-12%[76.3 µM]
N#Cc1c(-c2ccccc2)nc(SCc2ccc([N+](=O)[O-])cc2)[nH]c1=O	-7%[76.3 µM]
Cc1ccc(CNC(=O)[C@H](C)NC(=O)C2CCN(C(=O)[C@@H](N)CC(C)C)CC2)cc1	19%[76.3 µM]
OCCCn1c(CCCNc2nc(-c3cccc(Br)c3)cs2)nc2cc(Cl)c(N3CCCCC3)cc21	8%[76.3 µM]
O=C(CSc1nc2ccccc2nc1N1CCOCC1)Nc1ccccc1F	-1%[76.3 µM]
O=C(COc1ccccc1[N+](=O)[O-])Nc1cccc(C(=O)Nc2ccccc2C(=O)O)c1	1%[76.3 µM]
COc1ccc(C(=O)Nc2ccnn2C2CCN(CCC(C)c3ccc(C)o3)CC2)cc1 (centres undefined)	-6%[76.3 µM]
CSCC(C)N1CCC(n2nccc2NC(=O)CCOc2ccccc2)CC1 (centres undefined)	-4%[76.3 µM]
COc1ccc(NC(=O)Nc2cccc3ccccc23)c(OC)c1	-6%[76.3 µM]
COc1cccc(NC(=O)CCN2CCOCC2)c1	9%[76.3 µM]
Cc1cccc(-n2ccc(=O)c(C(=O)Nc3ccc(S(=O)(=O)Nc4onc(C)c4C)cc3)n2)c1	-18%[76.3 µM]
CC(=O)Oc1ccc(C(=O)Nc2cccc3c2CCCC3)cc1	-6%[76.3 µM]
O=C(NCC1CCCO1)c1cccc(S(=O)(=O)N2CCOCC2)c1 (centres undefined)	-5%[76.3 µM]
Cc1ccccc1OCCC(=O)Nc1cc(S(=O)(=O)N2CCOCC2)ccc1OC(C)C	1%[76.3 µM]
COc1ccccc1CCNC(=O)C1(C)CC1(Cl)Cl (centres undefined)	5%
COc1ccccc1CCC(=O)N1CCC(n2nccc2NC(=O)CC(C)C)CC1	2%[76.3 µM]
O=C(Nc1ccnn1C1CCN(Cc2ccc(OC(F)F)cc2)CC1)C1CCCC1	-1%[76.3 µM]
CC(c1ccccc1)c1nnc(NC(=O)Nc2ccccc2F)s1 (centres undefined)	6%
Cc1cc(C)c(C#N)c(Nc2ccc(F)cc2)n1	5%[76.3 µM]
CC1CCCN(CCCNC(=O)c2ccc(CS(=O)(=O)Cc3cccc(Cl)c3)o2)C1 (centres undefined)	-5%[76.3 µM]
Cc1ccc(Nc2nc(C(=O)N3CCC(C(=O)NCc4ccccc4)CC3)cs2)cc1	1%
O=C(NCCc1c[nH]c2ccccc12)N[C@@H](Cc1ccccc1)C(=O)O	-1%
CC(NC(=O)c1cc2c(=O)n3ccccc3nc2n(CC2CCCO2)c1=N)c1ccccc1 (centres undefined)	6%
COc1ccc(C(=O)N2CC(=O)Nc3ccc(C)cc3C2c2ccccc2)cc1 (centres undefined)	7%
COc1ccc(OCC(=O)Nc2cc(NC(=O)c3ccco3)ccc2OC)cc1	-2%[76.3 µM]
O=C(O)CNC(=O)c1ccc(NC(=O)/C(=C/c2ccccc2)NC(=O)c2ccccc2Br)cc1	11%
CN1C(=O)[C@H]2[C@@H](/C=C/c3ccccc3)N3C(=O)CN(CCO)C(=O)[C@@]3(Cc3ccccc3)[C@H]2C1=O	15%[76.3 µM]
Cc1ccc(-n2ncc3c2CC(C)(C)CC3NC(=O)C2CCOCC2)cc1 (centres undefined)	-2%[76.3 µM]

Next structures.
SMILES	GAA glycogen
Cc1ccccc1-n1nc2c(c1NC(=O)CCCl)CSC2	4%
COc1cc2c(cc1OC)C(COc1ccccc1OC)N(C(=O)C(C)(C)C)CC2 (centres undefined)	-5%
O=[N+]([O-])c1ccc(-n2cc(-c3ccccc3)nn2)cc1	1%
CCc1ccccc1NC(=O)C1CC(c2ccc(OC)cc2)=NO1 (centres undefined)	-3%
Cc1cc(CN2CCC(n3nccc3NC(=O)c3ccccc3C)CC2)n[nH]1	1%[76.3 µM]
CCN(Cc1ccccc1)C(=O)c1[nH]c2ccc(OC)cc2c1C	-21%
O=C(Nc1ccccc1C(=O)O)c1ccc(NC(=O)C2CCCO2)cc1 (centres undefined)	-3%[76.3 µM]
Cc1ccc(NC(=O)c2cc(-c3ccccc3)n[nH]2)cc1	0%[76.3 µM]
N/C(=N\OC(=O)c1ccccc1Br)c1ccc([N+](=O)[O-])cc1	-3%[76.3 µM]
COc1ccc(OC)c(NC(=O)c2cc(OC(C)=O)cc(C(=O)Nc3cc(OC)ccc3OC)c2)c1	-8%[76.3 µM]
CC(=O)c1ccc(N2CCN(C(=O)CCC(=O)Nc3ccc4nc(N5CCN(C)CC5)cc(C)c4c3)CC2)cc1	2%
Cc1cccc(NC(=O)c2ccc3c(c2)CCN3S(C)(=O)=O)c1C	-7%[76.3 µM]
COc1ccc(C(=O)Oc2ccc3ccc(=O)oc3c2)cc1	2%
CN(C)S(=O)(=O)c1cccc(C(=O)Nc2n[nH]c(C(F)(F)F)n2)c1	0%
COc1ccc(/C=N/NC(=O)c2cc3cc(OC)c(OC)cc3[nH]2)cc1	1%
COC(=O)C1=C(CCc2ccccc2)NC(=O)NC1c1ccc(Br)cc1 (centres undefined)	13%[76.3 µM]
COc1ccc(NC(=O)c2cccc(N3C(=O)C4C5C=CC(C5)C4C3=O)c2)cc1 (centres undefined)	5%[76.3 µM]
COc1cc2c(cc1OC)CN(CC(O)c1ccccc1)CC2 (centres undefined)	3%
CCOC(=O)Cn1nc(NC(=O)c2ccc(C(=O)OC)cc2)cc1C	-2%[76.3 µM]
Cc1ccccc1C(=O)N(CC(=O)Nc1sc(C)c(C)c1C(N)=O)C1CCCC1	-3%
COc1ccc2c(c1OC)C(=O)N(c1nc(SC)n[nH]1)C2=O	1%[76.3 µM]
COc1ccc(CCC(=O)NCCc2ccc(Cl)cc2)cc1	-13%
CCOc1ccc(C(CC(=O)O)NC(=O)C(CC)c2ccccc2)cc1 (centres undefined)	4%
COc1ccc(-c2csc(=NCCO)n2-c2ccccc2)cc1	5%
COCCn1c(SCC(=O)NCCc2ccccc2)nc2c([nH]c3ccccc32)c1=O	4%[76.3 µM]
c1ccc(Nc2nc(-c3ccccc3)ns2)cc1	-2%
CC1CCN(C(=O)Cn2ncc3c([nH]c4ccccc43)c2=O)CC1	6%[76.3 µM]
COc1cccc(-c2noc(Cn3nc(C(=O)O)c4ccccc4c3=O)n2)c1	0%[76.3 µM]
CCc1ccccc1OCCCN1CCCC1	3%[76.3 µM]
O=C(COc1ccc(Cl)cc1Br)Nc1ccncc1	21%[76.3 µM]
COC(=O)COc1ccc2c(c1)O/C(=C\c1ccco1)C2=O	1%
COc1ccc(CCNC(=O)Cn2nnc(C(=O)Nc3cccc(C)c3C)c2N)cc1OC	-10%[76.3 µM]
CCCCN(C)C(=O)c1nc2ccccn2c1CN1CCC[C@H]1CO	8%[76.3 µM]
COc1ccc(NC(=O)CSc2nc3ccccc3nc2N2CCCC2)c(OC)c1	u
CC(=O)c1cccc(NC(=O)c2ccc(CN3CCc4ccccc4C3)cc2)c1	9%[76.3 µM]
COCCn1cnc2c1c(=O)[nH]c(=O)n2Cc1ccccc1	-5%
Cc1nn(CCCC(=O)NCCc2ccccc2)c(=O)c2nccn12	1%[76.3 µM]
